Source: PubChem (several laboratories)
HMGR II inh = inhibitors of class II HMG-CoA reductase from Enterococcus faecalis | purified E. faecalis HMGR, NADPH absorbance 340 nm kinetic | inhibition, % at 10 µM | 190,000 tested, 0.41% active | AID 1066;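 active = inhibition above a set limit, the median over all tested compounds plus 3 SD, cut at about 9.5% in these data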;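 note: enzyme runs in reverse so mevalonate oxidation gives rising NADPH absorbance; 0% = complete reaction with DMSO and 100% = background rate lacking mevalonate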
ROMK mod = modulators of human ROMK potassium channel; P48048; Tet-inducible ROMK, thallium flux fluorescence; actives lie on both sides; B-score at 10 µM; 130,000 tested, 2% active;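 active = signal ratio slope over the read window, or its plate-corrected B-score, at least 3 SD from the plate mean, either direction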;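 note: B-score of the F/F0 ratio slope over 7 to 12 s after thallium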
bIAP inhibitor = blocks bovine intestinal alkaline phosphatase activity. purified bovine IAP, CDP-star luminescence, 30 min. inhibition, % at 20 µM. 190,000 tested, under 10 active. AID 1019;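 active = over 50% inhibition of intestinal alkaline phosphatase at 20 µM in the single-dose screen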
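test system = bovine IAP enzyme | medium = DEA buffer 100 mM, pH 9.8, with MgCl2 1.0 mM, ZnCl2 0.02 mM | detection = luminescence | dosing = single compound dose of 20 µM, 2% DMSO final | incubation = 30 min reaction at room temperature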
PPARg SRC1 recr = agonists of human PPARgamma SRC-1 coactivator recruitment; P37231; PPARgamma-SRC-1 coactivator recruitment biochemical assay; activation, % at 8 µM; 200,000 tested, 0.41% active; in the data active = activation above about 19%;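 note: 0% = DMSO and 100% = reference agonist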
Target sequence (P37231 whole entry, looked up): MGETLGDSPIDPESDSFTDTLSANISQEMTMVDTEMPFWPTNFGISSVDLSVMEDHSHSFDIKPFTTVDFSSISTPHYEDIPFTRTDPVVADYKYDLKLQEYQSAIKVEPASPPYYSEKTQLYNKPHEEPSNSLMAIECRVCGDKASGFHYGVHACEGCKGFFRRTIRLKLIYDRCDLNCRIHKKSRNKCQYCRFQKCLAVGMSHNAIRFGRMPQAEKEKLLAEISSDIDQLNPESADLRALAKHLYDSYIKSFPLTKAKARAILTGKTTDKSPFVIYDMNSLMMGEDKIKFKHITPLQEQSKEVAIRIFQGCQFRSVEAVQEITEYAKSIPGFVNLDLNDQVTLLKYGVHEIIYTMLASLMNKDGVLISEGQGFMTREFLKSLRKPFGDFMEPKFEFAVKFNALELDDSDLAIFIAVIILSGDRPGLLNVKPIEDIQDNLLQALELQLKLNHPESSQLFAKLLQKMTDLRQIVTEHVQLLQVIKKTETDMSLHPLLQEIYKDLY
PPARg SRC3 recr = agonists of human PPARgamma SRC-3 coactivator recruitment. 200,000 tested, 0.26% active. biochemical PPARgamma/SRC-3 coactivator recruitment assay. activation, % at 8 µM; in the data active = activation above about 23%;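 note: 0% = DMSO and 100% = reference agonist; some compounds past the cut are filed as inactive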
RAM network inh = yeast RAM network inhibition. S. cerevisiae dse1pr::URA3 reporter, 5-FOA growth OD615, 2 d; analog-sensitive cbk1-as2 kinase mutant strain. 190,000 tested, 1.8% active. AID 868. inhibition, % at 50 µM;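 active = inhibition above a set limit, 3 SD over mean compound inhibition, cut at about 8.4% in these data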;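 note: 0% = DMSO-only wells with no growth and 100% = 10 µM 1-NA-PP1 full growth; inhibition rescues growth on 5-FOA so higher OD means more RAM inhibition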
PPARg SRC2 recr = agonists of SRC-2 recruitment by human PPARgamma | P37231 | PPARgamma LBD-SRC-2 recruitment, biochemical | activation, % at 8 µM | 200,000 tested, 0.34% active; in the data active = activation above about 22%;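 note: 0% = vehicle and 100% = reference agonist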
S1P3 antag = antagonists of human S1P3 receptor. inhibition, % at 4.98 µM. AID 485. 170,000 tested, 0.27% active. Q99500. CHO S1P3 NFAT-BLA reporter, FRET fluorescence, antagonist mode;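 active = inhibition above the plate cutoff, the mean inhibition of test wells on that plate plus 3 SD, cut at about 28% in these data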;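 note: cells challenged with S1P at its EC80 of 0.8 µM; blue over green emission ratio from cleaved BLA substrate after 4 h stimulation; 0% = S1P-stimulated wells and 100% = unstimulated DMSO-only wells; some compounds past the cut are filed as inactive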
Target sequence (Q99500 whole entry, looked up): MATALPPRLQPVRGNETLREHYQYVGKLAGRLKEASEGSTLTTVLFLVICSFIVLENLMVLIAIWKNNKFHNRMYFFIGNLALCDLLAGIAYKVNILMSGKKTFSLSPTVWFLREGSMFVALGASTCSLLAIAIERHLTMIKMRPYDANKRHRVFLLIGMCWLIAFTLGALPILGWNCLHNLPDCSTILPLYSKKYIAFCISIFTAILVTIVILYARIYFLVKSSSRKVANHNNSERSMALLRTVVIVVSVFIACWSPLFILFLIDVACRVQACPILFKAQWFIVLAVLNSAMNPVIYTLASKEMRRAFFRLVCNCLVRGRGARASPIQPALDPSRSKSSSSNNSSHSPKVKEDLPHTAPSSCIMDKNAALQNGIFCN
L major viab = reduces viability of Leishmania major promastigotes. resazurin fluorescence viability. inhibition, % at 10 µM. 200,000 tested, 9% active. AID 1063; in the data active = inhibition above about 50%;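 note: promastigotes grown with compound for 44 hours at 28 °C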
TR-FRET SRC-2 ct = flags TR-FRET format artefacts in PPARgamma SRC-2 recruitment agonist screen | 200,000 tested, 0.4% active | TR-FRET ratio at 8 µM | TR-FRET artefact counter-screen; hits give high values | AID 1049; in the data active = TR-FRET ratio above about 2000; note: inactives centre near 1500
Redox H2O2 prof = compounds producing H2O2 with reducing agent – biochemical, NIH compound library profiling, artefact control for MLSCN library redox annotation, primary screen; DTT-dependent redox cycling H2O2, phenol red/HRP absorbance; 100% = 100 µM peroxide control, 0% = buffer; activation, % at 10 µM; 200,000 tested, 0.03% active; AID 878;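 active = activation of at least 50% relative to the plate's high and low controls in the primary single-dose screen; inactive = activation below 50%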;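 note: compound incubated with DTT at 0.8 mM final as the reducing agent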
Starred values were filed as active, the others as inactive.

COc1cccc(C2CC(c3cccs3)=NN2C(=O)CSC2=NN3CCCC(=O)N=C3S2)c1OC (stereo not drawn) was read as HMGR II inh -8.9, bIAP inhibitor 4.1, PPARg SRC1 recr 11.2, PPARg SRC3 recr 4.7, RAM network inh 4.1, PPARg SRC2 recr -2.2, L major viab 3.2, TR-FRET SRC-2 ct 1448 and Redox H2O2 prof -0.6.
`O=C(Nc1ccc(CN2CCCCC2)cc1)c1cccc(F)c1` gave HMGR II inh -0.1, ROMK mod -0.0558, bIAP inhibitor -2.2, PPARg SRC1 recr 1.5, PPARg SRC3 recr -0.7, RAM network inh 2.2, PPARg SRC2 recr -1.0, S1P3 antag -4.4, L major viab -1.2, TR-FRET SRC-2 ct 1498 and Redox H2O2 prof 0.0.
`Nc1nonc1C(=O)OCC(=O)N1CCCCC1` gave HMGR II inh -6.8, ROMK mod -1.18, bIAP inhibitor -4.9, PPARg SRC1 recr -2.9, PPARg SRC3 recr -20.4, RAM network inh 2.2, PPARg SRC2 recr 2.2, S1P3 antag 6.1, L major viab -5.5, TR-FRET SRC-2 ct 1511 and Redox H2O2 prof 2.6.
`COc1ccc(CC(=O)Nc2ccc3c(c2)CCC3)cc1S(=O)(=O)N1CCOCC1` gave HMGR II inh -2.9, ROMK mod -0.366, bIAP inhibitor -0.5, PPARg SRC1 recr 0.5, PPARg SRC3 recr -12.8, RAM network inh 1.7, PPARg SRC2 recr -1.9, S1P3 antag 11.7, L major viab -3.2, TR-FRET SRC-2 ct 1515 and Redox H2O2 prof 3.4.
O=C(OCc1cccc2ccccc12)c1ccc2c(=O)[nH]c(CN3CCOCC3)nc2c1 was read as HMGR II inh 0.3, bIAP inhibitor -7.8, PPARg SRC1 recr 1.7, PPARg SRC3 recr -2.5, RAM network inh 2.1, PPARg SRC2 recr 4.0, S1P3 antag 4.2, L major viab -5.5, TR-FRET SRC-2 ct 1560 and Redox H2O2 prof 1.9.
Screening O=C(NCCCCNC(=O)c1ccccn1)c1ccccn1 returned HMGR II inh -0.2, ROMK mod -0.321, bIAP inhibitor 2.3, PPARg SRC1 recr 1.4, PPARg SRC3 recr 10.3, RAM network inh -0.1, PPARg SRC2 recr 3.5, S1P3 antag -0.1, L major viab -4.6, TR-FRET SRC-2 ct 1572 and Redox H2O2 prof -0.3.
For O=C(CSc1ccsc1[N+](=O)[O-])N1CCCCC1 the results were HMGR II inh -0.6, ROMK mod 0.172, bIAP inhibitor 22.8, PPARg SRC1 recr 6.3, PPARg SRC3 recr 1.9, RAM network inh 2.9, PPARg SRC2 recr 22.0*, S1P3 antag 13.7, L major viab 14.2, TR-FRET SRC-2 ct 1549 and Redox H2O2 prof 0.5.
`CC(C)CC1(C(=O)NCc2ccccn2)C=CCN1C(=O)c1ccccc1` (stereo not drawn) gave HMGR II inh 1.0, ROMK mod -0.0132, bIAP inhibitor 8.3, PPARg SRC1 recr 2.8, PPARg SRC3 recr 1.1, RAM network inh 0.7, PPARg SRC2 recr 7.1, S1P3 antag -2.8, L major viab -3.1, TR-FRET SRC-2 ct 1554 and Redox H2O2 prof 0.1.
For CS(=O)(=O)N1CCC(C(=O)NCCN2CCN(Cc3ccccc3)CC2)CC1 the results were HMGR II inh -6.5, ROMK mod -0.416, bIAP inhibitor -3.8, PPARg SRC1 recr -7.0, PPARg SRC3 recr -2.4, RAM network inh 0.6, PPARg SRC2 recr -5.9, S1P3 antag -38.6, L major viab -4.8, TR-FRET SRC-2 ct 1416 and Redox H2O2 prof 0.2.
Screening Cc1ccc(Nc2c3c(nc4ncnn24)CC(C)CC3)cc1 (stereo not drawn) returned HMGR II inh -9.9, ROMK mod -1.05, bIAP inhibitor -7.2, PPARg SRC1 recr -2.0, PPARg SRC3 recr -4.2, RAM network inh 0.4, PPARg SRC2 recr 4.0, L major viab 13.6, TR-FRET SRC-2 ct 1447 and Redox H2O2 prof 0.1.
For COc1ccccc1Nc1ncccc1C(=O)NCc1ccccc1 the results were HMGR II inh 0.8, bIAP inhibitor 9.0, PPARg SRC1 recr 4.7, PPARg SRC3 recr 5.6, RAM network inh 4.0, PPARg SRC2 recr 5.0, L major viab -1.1, TR-FRET SRC-2 ct 1689 and Redox H2O2 prof 0.4.
`CCOc1ccc(CN2CCN(CC(O)Cn3c4ccccc4c4ccccc43)CC2)cc1` (stereo not drawn) gave HMGR II inh 4.8, ROMK mod -1.55, bIAP inhibitor 5.7, PPARg SRC1 recr 4.1, PPARg SRC3 recr 0.3, RAM network inh -0.4, PPARg SRC2 recr 6.3, S1P3 antag -0.2, L major viab 96.0*, TR-FRET SRC-2 ct 1697 and Redox H2O2 prof 0.2.
Cc1cc(C)n(-c2nncn2NC(=O)c2ccc(Cl)cc2O)n1 was read as HMGR II inh 4.9, ROMK mod 1.3, bIAP inhibitor -0.5, PPARg SRC1 recr -3.7, PPARg SRC3 recr -7.4, RAM network inh 0.1, PPARg SRC2 recr -2.4, S1P3 antag 13.9, L major viab -2.1, TR-FRET SRC-2 ct 1478 and Redox H2O2 prof 0.0.
Fc1ccc(Oc2ncccn2)c(F)c1 was read as HMGR II inh -2.3, ROMK mod 0.736, bIAP inhibitor 6.4, PPARg SRC1 recr 3.1, PPARg SRC3 recr 2.6, RAM network inh 1.4, PPARg SRC2 recr 1.6, S1P3 antag -4.6, L major viab -1.4, TR-FRET SRC-2 ct 1702 and Redox H2O2 prof -0.6.
C/C(=N\Nc1nc(C)cc(-c2ccccc2)n1)c1ccc(C)o1 was read as HMGR II inh -3.7, ROMK mod 0.397, bIAP inhibitor 9.4, PPARg SRC1 recr -1.8, PPARg SRC3 recr 10.1, RAM network inh 0.3, PPARg SRC2 recr -3.8, L major viab 45.7, TR-FRET SRC-2 ct 1352 and Redox H2O2 prof -4.3.
Screening CCC1(C)Cc2ccccc2/C(=C/C(=O)N2CCCCC2)N1 (stereo not drawn) returned HMGR II inh 0.3, ROMK mod -1.25, bIAP inhibitor 0.0, PPARg SRC1 recr 5.3, PPARg SRC3 recr 1.3, RAM network inh 0.1, PPARg SRC2 recr 4.9, S1P3 antag -2.4, L major viab 10.8, TR-FRET SRC-2 ct 1620 and Redox H2O2 prof 2.0.
O=C1c2cccc3cccc(c23)C(=O)N1CCCN1CCN(c2ccc(F)cc2)CC1 was read as HMGR II inh -7.9, ROMK mod -1.69, bIAP inhibitor -0.7, PPARg SRC1 recr 5.7, PPARg SRC3 recr 1.1, RAM network inh 1.3, PPARg SRC2 recr 12.9, S1P3 antag 5.4, L major viab 34.3, TR-FRET SRC-2 ct 1560 and Redox H2O2 prof -0.3.
`CCCCC(=O)Nc1cccc(-c2nc3ncccc3o2)c1` gave HMGR II inh -1.1, bIAP inhibitor 8.4, PPARg SRC1 recr 3.6, PPARg SRC3 recr -8.3, RAM network inh 0.0, PPARg SRC2 recr 3.6, S1P3 antag 7.9, L major viab 100.0*, TR-FRET SRC-2 ct 1484 and Redox H2O2 prof -0.6.
`Clc1ccc(Br)cc1-c1nc(-c2ccncc2)no1` gave HMGR II inh -3.9, bIAP inhibitor 15.8, PPARg SRC1 recr -7.3, PPARg SRC3 recr -11.0, RAM network inh 2.0, PPARg SRC2 recr -8.0, S1P3 antag -0.1, L major viab 6.9, TR-FRET SRC-2 ct 1825 and Redox H2O2 prof 3.5.
CCCS(=O)(=O)c1c(S(=O)(=O)CCC)c2c(N)cccn2c1C(=O)c1ccc(OC)cc1 was read as HMGR II inh -3.0, ROMK mod -1.63, bIAP inhibitor 4.8, PPARg SRC1 recr 6.3, PPARg SRC3 recr 6.7, RAM network inh 3.0, PPARg SRC2 recr 11.4, S1P3 antag -21.7, L major viab 8.0, TR-FRET SRC-2 ct 1662 and Redox H2O2 prof 0.2.
CCOC(=O)CNC(=O)Nc1nnc(-c2ccc(OCC)cc2)o1 was read as HMGR II inh -3.4, ROMK mod 0.764, bIAP inhibitor -1.9, PPARg SRC1 recr -4.3, PPARg SRC3 recr 2.0, RAM network inh 2.6, PPARg SRC2 recr -4.5, S1P3 antag -15.8, L major viab -3.7, TR-FRET SRC-2 ct 1743 and Redox H2O2 prof -0.7.
COc1ccccc1-c1nn2c(=O)cc(C)nc2s1 was read as HMGR II inh -2.5, ROMK mod 0.304, bIAP inhibitor -3.8, PPARg SRC1 recr -7.0, PPARg SRC3 recr 4.2, RAM network inh 2.9, PPARg SRC2 recr 15.9, L major viab 11.4, TR-FRET SRC-2 ct 1727 and Redox H2O2 prof 0.1.
Screening COC(=O)C(C(=O)OC)c1ccccc1[N+](=O)[O-] returned HMGR II inh -2.6, ROMK mod 0.0479, bIAP inhibitor 2.8, PPARg SRC1 recr 0.9, PPARg SRC3 recr 4.9, RAM network inh 1.2, PPARg SRC2 recr 5.2, L major viab 0.2, TR-FRET SRC-2 ct 1489 and Redox H2O2 prof 0.1.
`COc1cccc(C(=O)NC(=S)Nc2ccc(Cl)c(C(=O)O)c2)c1` gave HMGR II inh 2.4, ROMK mod 0.204, bIAP inhibitor -1.4, PPARg SRC1 recr -1.7, PPARg SRC3 recr 3.9, RAM network inh 2.1, PPARg SRC2 recr -0.4, L major viab -6.4, TR-FRET SRC-2 ct 1560 and Redox H2O2 prof 2.8.
`CCC(=O)Nc1ccc(-c2cc(-c3ccccc3)nc(-c3ccc(NC(=O)CC)cc3)n2)cc1` gave HMGR II inh -2.8, ROMK mod 0.446, bIAP inhibitor -15.5, PPARg SRC1 recr 6.2, PPARg SRC3 recr 10.5, RAM network inh 4.1, PPARg SRC2 recr 8.6, L major viab -5.4, TR-FRET SRC-2 ct 1422 and Redox H2O2 prof -0.9.
Cc1ccc(NC(=O)CN(C)CC(=O)Nc2ccccc2C(=O)Nc2ccccc2)cc1 was read as HMGR II inh -3.0, ROMK mod -2.88, bIAP inhibitor 14.0, PPARg SRC1 recr 2.9, PPARg SRC3 recr 2.0, RAM network inh 1.2, PPARg SRC2 recr 3.1, S1P3 antag -10.8, L major viab 27.1, TR-FRET SRC-2 ct 1603 and Redox H2O2 prof 0.0.
For CC1(C)CC(=O)c2cnc(NC(=O)c3ccco3)nc2C1 the results were HMGR II inh 6.5, bIAP inhibitor 6.1, PPARg SRC1 recr 0.4, PPARg SRC3 recr 5.4, RAM network inh -0.4, PPARg SRC2 recr 9.1, S1P3 antag -25.5, L major viab -4.3, TR-FRET SRC-2 ct 1557 and Redox H2O2 prof 4.3.

Quoted at random: two compounds from above, in no set order.
CCOC(=O)CNC(=O)Nc1nnc(-c2ccc(OCC)cc2)o1 was read as HMGR II inh -3.4, ROMK mod 0.764, bIAP inhibitor -1.9, PPARg SRC1 recr -4.3, PPARg SRC3 recr 2.0, RAM network inh 2.6, PPARg SRC2 recr -4.5, S1P3 antag -15.8, L major viab -3.7, TR-FRET SRC-2 ct 1743 and Redox H2O2 prof -0.7.
`COc1cccc(C(=O)NC(=S)Nc2ccc(Cl)c(C(=O)O)c2)c1` gave HMGR II inh 2.4, ROMK mod 0.204, bIAP inhibitor -1.4, PPARg SRC1 recr -1.7, PPARg SRC3 recr 3.9, RAM network inh 2.1, PPARg SRC2 recr -0.4, L major viab -6.4, TR-FRET SRC-2 ct 1560 and Redox H2O2 prof 2.8.
